HT1080NT lethal: kills 2HG-producing HT-1080-NT fibrosarcoma cells | HT-1080-NT fibrosarcoma viability, CellTiter-Glo ATP luminescence, 48 h | Potency, µM (titrated, usually from 46.1 µM), without a hit: at the highest dose activity, negative = less viability, most hits filed as cytotoxic | 360,000 tested, 1.6% active;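 note: NT is the 2HG producing partner of a matched IDH1 knockdown line; potency is the fitted concentration of half-maximal effect; 0% = DMSO-treated cells and -100% = media-only wells without cells; nearly all actives have a fitted effect of over 55% in size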
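750 cells/well, RPMI + 5% FBS; 2 h settle, compound pin-transfer, 48 h at 37 degrees C. CellTiter-Glo 10 min RT, luminescence. Normalized to DMSO and media-only wells.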
ATXN2 expr inh: inhibitors of ATXN2 expression; HEK-293 ATXN2-luciferase reporter, luminescence, 24 h; AID 1745845; 360,000 tested, 0.72% active; Potency, µM (highest dose often 57 µM), for the others: at the top dose activity change, negative = inhibition, most hits filed as inhibitors; note: potency is the fitted concentration of half-maximal effect; % is set by controls: 0 for no effect and ±100 for the full control effect; nearly all actives have a fitted effect of over 55% in size
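qHTS (up to 57 uM final) was run with 24 h compound exposure of reporter cells at 37 °C. Each well was multiplexed: SteadyGlo luminescence measured ATXN2-luciferase expression after a fluorogenic Gly-Phe-AFC viability readout (25 uM final).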
IL-1B inflam inh: inflammasome signaling inhibition, IL-1 beta readout; THP-1 LPS/ATP IL-1B secretion, AlphaLISA, 16 h; hits give low values; activity change, % at 57.5 µM; 360,000 tested, 4.7% active; AID 743279; in the data active = activity change below about -50%; inconclusive = mostly about -30% to -49%; note: % is set by controls: 0 for no effect and ±100 for the full control effect
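Secreted IL-1B measured by AlphaLISA bead assay after 16 h compound exposure of THP-1 cells; compounds (final up to 57.5 uM) added 1 h before LPS (250 ng/mL) and ATP (1.25 mM) stimulation; lower signal means less secretion.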
KB-V1 cytotox: kills drug-selected multidrug resistant KB-V1 cells; KB-V1 MDR cells viability, CellTiter-Glo, 72 h; Potency, µM (doses to about 46.1 µM), inactives show at the highest dose activity change, negative = cytotoxicity, hits mostly cytotoxic; 400,000 tested, 3.4% active; note: potency is the fitted concentration of half-maximal effect; % is set by controls: 0 for no effect and ±100 for the full control effect; nearly all actives have a fitted effect of over 60% in size
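qHTS viability screen in drug-selected KB-V1 MDR cells: 72 h compound treatment at 37 degrees C, ATP luminescence end point.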
SW480 rereplic: induces DNA re-replication in SW480 colon adenocarcinoma cells | Potency, µM (doses to about 46.1 µM), without a hit: top-dose re-replication activation, hits mostly activators | 340,000 tested, 1.8% active | SW480 DNA re-replication, Hoechst DNA content imaging, 48 h; note: potency is the fitted concentration of half-maximal effect; % of control where 0% means no effect; nearly all actives have a fitted effect of over 55% in size
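Image-based read-out: total Hoechst fluorescence of nuclei (405 nm excitation, 500-530 nm emission), with hits raising the fraction of high-intensity nuclei. SW480 colon cells incubated 48 hr with compounds at 37 C.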
WRN inhibitor: WRN helicase (human) inhibition; Q14191; WRN helicase unwinding, fluorescent forked duplex, kinetic; Potency, µM (series often up to 114 µM), for inactives: at the highest dose activity change, negative = inhibition, hits mostly inhibitors; 360,000 tested, 0.46% active; AID 651768; note: potency is the fitted concentration of half-maximal effect; % is set by controls: 0 for no effect and ±100 for the full control effect; nearly all actives have a fitted effect of over 55% in size
Target sequence (Q14191 whole entry, looked up): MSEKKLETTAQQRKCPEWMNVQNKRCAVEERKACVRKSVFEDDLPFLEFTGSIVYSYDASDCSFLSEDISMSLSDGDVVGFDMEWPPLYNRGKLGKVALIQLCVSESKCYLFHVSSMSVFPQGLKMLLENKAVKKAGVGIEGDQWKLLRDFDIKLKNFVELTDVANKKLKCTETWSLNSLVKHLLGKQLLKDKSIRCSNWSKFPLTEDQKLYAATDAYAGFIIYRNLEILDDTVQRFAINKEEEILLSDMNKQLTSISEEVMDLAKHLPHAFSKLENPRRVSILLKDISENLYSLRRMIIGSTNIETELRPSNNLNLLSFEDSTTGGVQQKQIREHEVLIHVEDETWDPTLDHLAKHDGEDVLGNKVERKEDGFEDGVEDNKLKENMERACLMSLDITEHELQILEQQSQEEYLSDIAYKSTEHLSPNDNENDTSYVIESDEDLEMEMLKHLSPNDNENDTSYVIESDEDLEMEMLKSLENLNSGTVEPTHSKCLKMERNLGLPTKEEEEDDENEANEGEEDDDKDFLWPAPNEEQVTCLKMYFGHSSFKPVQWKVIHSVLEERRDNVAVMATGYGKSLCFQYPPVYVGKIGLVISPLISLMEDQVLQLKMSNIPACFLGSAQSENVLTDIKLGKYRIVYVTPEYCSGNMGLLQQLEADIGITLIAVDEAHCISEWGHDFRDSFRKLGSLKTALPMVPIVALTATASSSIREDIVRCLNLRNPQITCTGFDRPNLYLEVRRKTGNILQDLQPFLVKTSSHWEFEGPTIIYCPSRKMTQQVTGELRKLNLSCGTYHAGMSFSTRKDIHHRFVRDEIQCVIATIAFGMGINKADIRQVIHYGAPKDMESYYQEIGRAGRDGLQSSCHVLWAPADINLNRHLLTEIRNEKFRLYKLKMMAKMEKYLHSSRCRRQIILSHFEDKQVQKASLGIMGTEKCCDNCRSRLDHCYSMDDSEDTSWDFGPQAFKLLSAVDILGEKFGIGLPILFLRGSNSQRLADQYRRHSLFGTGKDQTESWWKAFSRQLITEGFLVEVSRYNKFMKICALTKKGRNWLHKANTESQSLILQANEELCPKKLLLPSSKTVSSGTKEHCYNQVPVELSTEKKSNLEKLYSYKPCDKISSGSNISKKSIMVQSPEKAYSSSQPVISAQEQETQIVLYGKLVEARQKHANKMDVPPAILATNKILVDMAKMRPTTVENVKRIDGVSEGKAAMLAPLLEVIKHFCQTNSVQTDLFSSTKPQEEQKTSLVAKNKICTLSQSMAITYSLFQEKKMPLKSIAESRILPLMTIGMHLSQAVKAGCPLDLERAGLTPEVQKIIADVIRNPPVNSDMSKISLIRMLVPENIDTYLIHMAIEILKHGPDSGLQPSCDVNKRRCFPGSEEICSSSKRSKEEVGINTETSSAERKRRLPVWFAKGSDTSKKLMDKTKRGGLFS
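Screening of the MLSMR collection measured strand separation of a quenched forked DNA duplex (100 nM) by 20 nM WRN with 2 mM ATP, all final. Compounds were preincubated with enzyme 15 min at room temperature.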
HT1080 IDH1KD tx: HT-1080 IDH1 knockdown cell toxicity (counter line). HT-1080 IDH1 knockdown viability, ATP luminescence, 48 h. 360,000 tested, 2% active. Potency, µM (highest dose often 46.1 µM), inactives show top-dose activity, negative = toxicity, actives largely listed as cytotoxic;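 note: potency is the fitted concentration of half-maximal effect; 0% = DMSO wells and -100% = cell-free medium wells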
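After a 2 h attachment period, IDH1KD HT-1080 cells took pin-transferred compound for 48 h at 37 °C; ATP-based luminescence after 10 min room-temperature reagent incubation reported viability.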
MCF10A rereplic: induces DNA re-replication in MCF 10a normal breast cells; MCF 10A DNA re-replication, Hoechst nuclear intensity, 48 h; Potency, µM (top dose mostly 46.1 µM), inactives show at the highest dose activity, positive = re-replication, usual class: activators; 350,000 tested, 2.9% active; AID 624296; note: potency is the fitted concentration of half-maximal effect; % of control where 0% means no effect; nearly all actives have a fitted effect of over 50% in size
KB-3-1 cytotox: kills parental KB-3-1 adenocarcinoma cells; Potency, µM (doses to about 46.1 µM), without a hit: at the highest dose activity change, negative = cytotoxic, most hits filed as cytotoxic; KB-3-1 viability, CellTiter-Glo ATP luminescence, 72 h; 400,000 tested, 1.4% active; AID 1347075; note: potency is the fitted concentration of half-maximal effect; % is set by controls: 0 for no effect and ±100 for the full control effect; nearly all actives have a fitted effect of over 60% in size
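Viability of parental KB-3-1 cells, measured by CellTiter-Glo luminescence, followed a 72 h incubation at 37 °C with pinned compounds in phenol-red-free DMEM containing 10% FBS.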
* marks the source's active call; other numbers are inactive results; ? = inconclusive; . = no result given; [ ] = remark or other dose. Unless noted, calls come from the whole dose curve; as a rule, active = well fitted curve in the direction sought with a large enough effect; inconclusive = small, poorly fitted or top-dose-only effect, or another doubt; inactive = no such curve, though single readings can be large; an effect the other way counts as inactive or inconclusive. An unsorted share of the library; any-hit rate near 12%.

1. CCOC(=O)[C@@H]1[C@H]2COc3ccc(Br)cc3[C@@H]2N2C(=O)N(c3ccc(Cl)cc3)C(=O)[C@]12C
2. O=[N+]([O-])c1cc2c(cc1CN1CCN(c3ccccc3)CC1)OCO2
3. CCCCN1C(=O)C(CC(=O)NCc2ccco2)CC(C(=O)N(C)C)=C1C (stereo unspecified)
4. Cc1ccc(OCC(=O)Nc2cccc(S(=O)(=O)N3CCCCCC3)c2)c([N+](=O)[O-])n1
5. COc1ccc(CN(C)C(=O)c2oc3ccccc3c2CSC)cc1F
6. CCOc1ccc2c(c1)C(C)=CC(C)(C)N2S(=O)(=O)c1ccc(F)cc1
7. O=C(O)Cn1nc2c3c(cccc3c1=O)-c1ccccc1-2
8. CCn1c(SCC(=O)N/N=C/C=C\c2ccccc2[N+](=O)[O-])nc2ccccc21
9. O=c1c(OC2OC(CO)C(O)C(O)C2OC2OC(CO)C(O)C(O)C2OC2OC(CO)C(O)C(O)C2O)c(-c2ccc(O)c(O)c2)oc2cc(O)cc(O)c12 (stereo unspecified)
10. COc1ccc(NS(=O)(=O)N2CCOCC2)cc1
Assay by compound	1	2	3	4	5	6	7	8	9	10
HT1080NT lethal	-11%	-1%	5%	-1%	-16%	?	-2%	8%	1%	3%
ATXN2 expr inh	-6%	.	-3%	.	-21%	-8%	6%	-6%	-7%	2%
IL-1B inflam inh	-6	10	-14	-4	0	143	-7	-1	15	9
KB-V1 cytotox	-1%	-17%	0%	?	?	?	7%	7.3µM*	?	0%
SW480 rereplic	-4%	1%	.	-4%	14%	?	-20%	-1%	-2%	?
WRN inhibitor	-2%	-10%	4%	-2%	7%	-8%	-1%	-4%	-7%	3%
HT1080 IDH1KD tx	-17%	10%	7%	0%	-27%	?	-1%	-24%	7%	17%
MCF10A rereplic	-1%	0%	.	4%	?	?	-8%	15%	-13%	-1%
KB-3-1 cytotox	7%	-8%	-1%	-20%	0%	7.3µM*	4%	?	0%	0%

An excerpt from above in order of the WRN inhibitor value, low to high:
item | SMILES | WRN inhibitor
1 | CCOC(=O)[C@@H]1[C@H]2COc3ccc(Br)cc3[C@@H]2N2C(=O)N(c3ccc(Cl)cc3)C(=O)[C@]12C | -2%
10 | COc1ccc(NS(=O)(=O)N2CCOCC2)cc1 | 3%
5 | COc1ccc(CN(C)C(=O)c2oc3ccccc3c2CSC)cc1F | 7%

(continued)
11. CCc1oc(C(=O)OC)cc1CSC(=N)N
12. Cc1ccccc1-c1nn[nH]n1
13. C/C(=N\NC(=O)c1cccc(Cl)c1)C1C(=O)c2ccccc2C1=O
14. CCC(C)NC(=O)c1cn(CC)c2ccc(S(=O)(=O)N(C)C)cc2c1=O (stereo unspecified)
15. Cc1ccc(CNC(=O)CNS(=O)(=O)c2cccc3nsnc23)cc1
16. CCn1c(N2CCN(C(=O)C34CC5CC(CC(C5)C3)C4)CC2)nc2ccccc21
17. O=C(COc1cc2oc(=O)cc(-c3ccccc3)c2cc1Cl)NCc1ccccn1
18. Nc1c(C(=O)CSc2ccccn2)c(=O)[nH]c(=O)n1C1CC1
19. COc1cccc(Nc2c([N+](=O)[O-])cncc2[N+](=O)[O-])c1
20. CC1CCN(S(=O)(=O)c2ccc3c(c2)n(C)c(=O)n3C)CC1
Assay by compound	11	12	13	14	15	16	17	18	19	20
HT1080NT lethal	-1%	-3%	13µM*	0%	0%	?	-2%	8%[9.24 µM]	-23%	10%
ATXN2 expr inh	18%	-2%	55%[activator]	-9%	3%	-26%	-17%	10%	-18%	16%
IL-1B inflam inh	-87*	40	0	-13	9	?	-12	8	25	-8
KB-V1 cytotox	-3%	1%	9.2µM*	-13%	1%	?	-7%	21%	0%	1%
SW480 rereplic	?	2%	3.7µM*	2%	-2%	26%	-3%	-16%	7%	-1%
WRN inhibitor	-12%	8%	?	8%	-18%	-9%	-5%	0%	18%	0%
HT1080 IDH1KD tx	-6%	11%	8.2µM*	-3%	3%	?	13%	7%	-25%	-2%
MCF10A rereplic	?	-2%	?	-2%	-3%	?	10%	0%	-2%	6%
KB-3-1 cytotox	?	1%	23µM*	-10%	1%	0%	?	18%	1%	-8%

Entries listed above shown as hits in IL-1B inflam inh.
entry | structure | IL-1B inflam inh | SW480 rereplic | WRN inhibitor
11 | CCc1oc(C(=O)OC)cc1CSC(=N)N | -87* | ? | -12%

Full records as entered above:
`Cc1ccc(CNC(=O)CNS(=O)(=O)c2cccc3nsnc23)cc1` in the list: HT1080NT lethal: 0%; ATXN2 expr inh: 3%; IL-1B inflam inh: 9; KB-V1 cytotox: 1%; SW480 rereplic: -2%; WRN inhibitor: -18%; HT1080 IDH1KD tx: 3%; MCF10A rereplic: -3%; KB-3-1 cytotox: 1%
`O=C(COc1cc2oc(=O)cc(-c3ccccc3)c2cc1Cl)NCc1ccccn1` in the list: HT1080NT lethal: -2%; ATXN2 expr inh: -17%; IL-1B inflam inh: -12; KB-V1 cytotox: -7%; SW480 rereplic: -3%; WRN inhibitor: -5%; HT1080 IDH1KD tx: 13%; MCF10A rereplic: 10%; KB-3-1 cytotox: ?

Next compounds.
21. COc1ccc(S(=O)(=O)N2CCCC2)cc1C(C)C
22. O=C(c1cccnc1)c1ncc(C(F)(F)F)cc1Cl
23. O=C(OCCc1cc2ccccc2c(=O)o1)c1cccc(Br)c1
24. Cc1ccc(C(=O)Nc2c[nH]c(=O)[nH]c2=O)cc1
25. S=C1NCCOCCOCCOCCOCCN1
26. Nc1ccc(Br)cc1C(=O)O
27. CCn1c(SCC(=O)Nc2ccc3c(c2)OCCO3)nnc1C(C)C
28. NC(=O)C1CC(=O)N(c2ccc(OCC(=O)N3CCCC3)cc2)C1 (stereo unspecified)
29. CCOC(=O)c1cnc(SCC(=O)Nc2ccc3c(c2)OCCO3)nc1N
30. COC(=O)c1cc(NC(=O)CSc2nnc(N)s2)ccc1Cl
Assay by compound	21	22	23	24	25	26	27	28	29	30
HT1080NT lethal	-4%	3%	27%	-9%	9%	2%	19%	4%	-17%	-8%
ATXN2 expr inh	15%	.	0%	11%	-9%	-9%	-14%	-9%	2%	1%
IL-1B inflam inh	18	19	-1	4	3	4	-3	-1	-1	31
KB-V1 cytotox	-11%	0%	?	?	21%	-8%	?	9%	-12%	1%
SW480 rereplic	-65%[inhibitor]	-15%	-8%	-7%[9.22 µM]	-10%	-7%	-8%	-1%	-1%[9.22 µM]	-11%
WRN inhibitor	-9%	6%	-8%	-9%	5%	-16%	15%	1%	-11%	-16%
HT1080 IDH1KD tx	-1%	2%	4%	-23%	11%	-2%	26%	1%	-2%	2%
MCF10A rereplic	0%	0%	19%	4%	-9%	-7%	0%	-6%	-18%	-29%
KB-3-1 cytotox	-1%	-2%	-6%	0%	3%	0%	12%	1%	2%	0%

Two consecutive entries out of the list so far:
29. CCOC(=O)c1cnc(SCC(=O)Nc2ccc3c(c2)OCCO3)nc1N
30. COC(=O)c1cc(NC(=O)CSc2nnc(N)s2)ccc1Cl
Assay by compound	29	30
HT1080NT lethal	-17%	-8%
ATXN2 expr inh	2%	1%
IL-1B inflam inh	-1	31
KB-V1 cytotox	-12%	1%
SW480 rereplic	-1%[9.22 µM]	-11%
WRN inhibitor	-11%	-16%
HT1080 IDH1KD tx	-2%	2%
MCF10A rereplic	-18%	-29%
KB-3-1 cytotox	2%	0%

Later entries.
31. O=Nc1[nH]c(=O)c(/C=C(\O)c2ccccc2)nc1NO
32. O=C(NCc1ccccc1)c1cc(C2CCCN(S(=O)(=O)c3cccs3)C2)on1 (stereo unspecified)
33. COc1ccc(NC(=O)c2cc(Br)c(Br)s2)cn1
34. COc1ccc(CN2CCN(Cc3ccc(C(F)(F)F)cc3)CC2)c(OC)c1
35. CCOc1ccc(C(=O)NCC(=O)NCCSc2ccc(Br)cc2)cc1OCC
36. O=C(COc1ccc2c3c(c(=O)oc2c1)CCC3)N[C@@H](CSCc1ccccc1)C(=O)O
37. CCOc1ccc(NC(=O)CCNS(=O)(=O)c2ccc3c(c2)CCC(=O)N3)cc1
38. CC(C)[C@H](NC(=O)c1ccccc1Cl)C(=O)NC1CCCCCC1
39. CC(C)n1c(SCC(=O)N2CCN(C)CC2)nc2c1c(=O)n(C)c(=O)n2C
40. Cc1nn2cc(-c3ccc(Cl)cc3)cnc2c1Cl
Assay by compound	31	32	33	34	35	36	37	38	39	40
HT1080NT lethal	?	20%	-10%	-13%	-6%	2%	9%	13%	0%	25%
ATXN2 expr inh	-1%	-8%	9%	.	-15%	0%	-3%	11%	4%	39%[activator]
IL-1B inflam inh	-22	-59*	-53*	-24	?	-8	26	36	-6	0
KB-V1 cytotox	?	-28%	?	-19%	3.7µM*	-15%	10%	?	14%	-11%
SW480 rereplic	?	.	1%	16µM*	-6%	3%	-4%	-6%	-4%	0%
WRN inhibitor	-15%	0%	0%	2%	-6%	-6%	-12%	6%	5%	-4%
HT1080 IDH1KD tx	?	10%	-12%	-14%	-7%	7%	1%	15%	15%	22%
MCF10A rereplic	?	.	2%	3%	2%	2%	2%	2%	1%	2%
KB-3-1 cytotox	?	0%	-4%	-24%	-27%	0%	13%	-4%	11%	-2%

41. COc1ccccc1/C=C/C(=O)Nc1cccc(S(=O)(=O)NC2=NCCCCC2)c1
42. Cc1cc(C(=O)CSCCCn2c(=O)[nH]c3ccccc32)c(C)n1C
43. Cc1nnc(SCC(=O)N/N=C/c2cn(-c3ccccc3)nc2-c2ccccc2)n1-c1ccccc1
44. O=C(CN1CCN(Cc2ccccc2Cl)C1=O)NCc1ccco1
Assay by compound	41	42	43	44
HT1080NT lethal	8%	0%	?	9%
ATXN2 expr inh	3%	-4%	-6%	8%
IL-1B inflam inh	-57*	-4	-78*	4
KB-V1 cytotox	-13%	-14%	?	-1%
SW480 rereplic	?	-3%[9.22 µM]	17%	-8%
WRN inhibitor	-4%	-14%	-2%	-8%
HT1080 IDH1KD tx	0%	3%	?	0%
MCF10A rereplic	4%	-1%	?	-1%
KB-3-1 cytotox	3%	9%	8%	0%
